Source: PubChem BioAssay
RGS4 act – RGS4 potentiators or activators, primary screen, cell-based, HEK293 M3R inducible RGS4, calcium flux | carbachol calcium flux Fluo4; active compounds read low | B-score at 10 µM | 310,000 tested, 0.92% active;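 active means B-score of the integrated calcium signal more than 4 SD below the library mean, with starting fluorescence not abnormally high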;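 further: negative B-score means reduced calcium response which marks RGS4 activation or potentiation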
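Assay system: Inducible-RGS4 HEK293 cells carrying M3 receptor | Schedule: Compound preincubation 20 min at room temperature before agonist | Signal: Kinetic calcium fluorescence imaging with Fluo4-AM dye, 2 µM | Read-out basis: B score from integrated fluorescence ratio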
KCNK9 block – KCNK9 potassium channel inhibitors, primary screen, HEK293 cells, thallium flux; FluxOR thallium flux fluorescence; active compounds read low; AID 488922, 2010; Potassium channel subfamily K member 9 (Homo sapiens), Q9NPC2; B-score at 10 µM; 310,000 tested, 1.2% active;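 active means ratio B-score over 3 SD below the library mean, with starting fluorescence within 5 SD of its mean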;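 further: negative B-score means less thallium flux so channel inhibition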
MrgX1 PAM – positive allosteric modulators of MrgX1, primary screen, HEK293 cells, Fluo-4 calcium flux. B-score at 10 µM. 310,000 tested, 0.63% active. Mas-related G-protein coupled receptor member X1 (Homo sapiens), Q96LB2. FDSS; active compounds read high;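 active means plate-corrected calcium response at least 3 library SD above typical, normal starting fluorescence, not activating the receptor alone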;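 further: compound read alongside a low EC10 to EC30 dose of BAM8-22 agonist; peak minus trough fluorescence over baseline measured at the second addition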
Target sequence (Q96LB2 whole entry, looked up): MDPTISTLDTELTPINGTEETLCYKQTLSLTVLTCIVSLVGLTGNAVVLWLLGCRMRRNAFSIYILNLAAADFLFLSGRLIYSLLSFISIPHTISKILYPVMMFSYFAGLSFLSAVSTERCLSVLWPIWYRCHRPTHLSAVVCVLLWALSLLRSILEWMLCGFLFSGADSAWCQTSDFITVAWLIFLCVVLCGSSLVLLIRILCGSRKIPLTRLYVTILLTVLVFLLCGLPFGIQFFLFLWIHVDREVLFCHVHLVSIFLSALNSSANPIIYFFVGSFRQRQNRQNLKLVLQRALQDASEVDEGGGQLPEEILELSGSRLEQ
KCNQ1 pot – potentiators or activators of KCNQ1 channel, primary screen, cell-based, thallium flux, high-throughput; 310,000 tested, 0.35% active; CHO-K1 KCNQ1, thallium flux FluxOR fluorescence; active compounds read high; B-score at 10 µM; AID 2648, 2010;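 active means fluorescence ratio B-score, a plate-corrected score, at least three library SD, with initial intensity B-score within 5 SD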
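assay system = CHO-K1 cells stably expressing KCNQ1 | medium = assay buffer, equal DMSO in all wells | timing = 37 °C overnight plating, 90-min dark dye load, 20-min compound pretreatment | measured by = kinetic FluxOR thallium fluorescence, 10-s 1-Hz baseline, 110-s post-stimulus read | measure = fluorescence change relative to baseline, converted to B score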
MrgX1 agonist – agonists of human MrgX1 receptor, primary screen, HEK293 cells, Fluo-4 calcium flux; Mas-related G-protein coupled receptor member X1 (Homo sapiens), Q96LB2; Fluo-4 calcium fluorescence, agonist mode; active compounds read high; B-score at 10 µM; 310,000 tested, 0.44% active; AID 588627, 2011;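 active means calcium response B-score plate-corrected fluorescence ratio at least 3 library SD, with starting fluorescence B-score inside 5 SD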
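Test system: HEK293 cells stably expressing human MrgX1 receptor; amount: 15,000 cells per well; doses: compound delivered in addition one of three; times: overnight plating before 1 h dye loading; detection: Fluo-4 NW calcium-flux fluorescence, kinetic read; read-out basis: B-scored fluorescence response ratio; controls: positive and negative controls per plate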
KCNQ1 inh – inhibitors of human KCNQ1 channel, primary screen, cell-based, thallium flux, high-throughput; Potassium voltage-gated channel subfamily KQT member 1 (Homo sapiens), P51787; CHO-K1 KCNQ1, FluxOR thallium flux fluorescence; active compounds read high; B-score at 10 µM; 310,000 tested, 1.3% active; AID 2642, 2010;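 active means compounds whose thallium flux B-score, printed positive for inhibition, exceeds three library SD while starting fluorescence stays within three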;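 further: channel opened by potassium depolarization with thallium stimulus after 20 min compound exposure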
TMEM16A act – TMEM16A chloride channel activators or potentiators, primary screen, cell-based, HTS; Anoctamin-1 (Mus musculus), Q8BHY3; 340,000 tested, 0.3% active; B-score at 10 µM; HEK293 TMEM16A/YFP-H148Q/I152L, iodide quench fluorescence; active compounds read low;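 active means fluorescence-ratio B-score plate-corrected deviation score at least 3 library SD below zero, with starting fluorescence score within 5 deviations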;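 further: channel opened by trigger with iodide after compound preincubation; score built on the fluorescence ratio of max minus min over baseline; more negative score means more quench and so TMEM16A activation or potentiation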
hERG protect – hERG rescue from dofetilide block, primary screen, cell-based, CHO-hERG, FluxOR thallium flux, dofetilide IC70; Voltage-gated inwardly rectifying potassium channel KCNH2 (Homo sapiens), Q12809; dofetilide IC70 present; activation (rescue from dofetilide block), less the hit threshold, % at 10 µM; 310,000 tested, 0.51% active;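 active means activation above the mean of controls blocked by dofetilide plus 5 SD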;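 further: thallium influx through hERG after potassium depolarization seen as dye fluorescence rise; in these data hits start at about 4.7%; inactives centre near -7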
KCNK3 block – human KCNK3 channel inhibitors, primary screen, CHO cells, FluxOR thallium flux, B-score. Potassium channel subfamily K member 3 (Homo sapiens), O14649. FluxOR fluorescence; active compounds read low. B-score at 10 µM. 340,000 tested, 0.84% active;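 active means B-score under library mean minus 4 SD, starting fluorescence ratio at most library mean plus 5 SD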;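 further: more negative B-score means stronger inhibition of thallium flux through KCNK3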
Target sequence (O14649 whole entry, looked up): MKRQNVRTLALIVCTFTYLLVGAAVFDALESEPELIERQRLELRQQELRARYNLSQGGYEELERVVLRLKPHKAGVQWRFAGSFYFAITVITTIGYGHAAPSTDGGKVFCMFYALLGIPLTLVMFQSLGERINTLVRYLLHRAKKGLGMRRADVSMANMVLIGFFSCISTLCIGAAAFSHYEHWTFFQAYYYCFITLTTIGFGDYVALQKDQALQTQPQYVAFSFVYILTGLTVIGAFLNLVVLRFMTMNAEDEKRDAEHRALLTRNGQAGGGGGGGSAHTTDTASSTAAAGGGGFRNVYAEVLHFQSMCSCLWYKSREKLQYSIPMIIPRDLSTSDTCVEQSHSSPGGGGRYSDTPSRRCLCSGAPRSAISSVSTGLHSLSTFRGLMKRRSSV
RGS4 block – RGS4 inhibitors, primary screen, cell-based, HEK293 M3R inducible RGS4, calcium flux. Regulator of G-protein signaling 4 (Homo sapiens), P49798. Fluo-4 calcium flux; active compounds read high; triggered by carbachol at its EC20. B-score at 10 µM. 310,000 tested, 0.45% active;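 active means B-score, a plate-corrected calcium signal, over three deviations above library mean, with baseline fluorescence within five deviations of library mean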;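 further: RGS4 expression induced by doxycycline in cells with stable M3 receptor; B-score is computed from the integrated fluorescence ratio over baseline after carbachol; higher B-score means a larger calcium signal and so more RGS4 inhibition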
Target sequence (P49798 whole entry, looked up): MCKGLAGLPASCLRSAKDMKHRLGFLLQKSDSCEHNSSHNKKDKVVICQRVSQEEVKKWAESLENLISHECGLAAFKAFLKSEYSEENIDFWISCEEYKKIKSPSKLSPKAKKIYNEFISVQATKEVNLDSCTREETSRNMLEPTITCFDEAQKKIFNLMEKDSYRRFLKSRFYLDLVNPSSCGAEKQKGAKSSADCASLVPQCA
TMEM16A inh – TMEM16A chloride channel inhibitors, primary screen, cell-based, HTS. 310,000 tested, 1.2% active. HEK293 TMEM16A/YFP iodide influx fluorescence, ionomycin. normalized B-score (activity score, 25-100; higher = stronger inhibition) at 10 µM. AID 588511, 2011;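 active means ratio plate-corrected score three or more library SD toward inhibition, starting fluorescence score within five deviations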;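 further: score derived from kinetic fluorescence span divided by baseline fluorescence per well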
Numbers without * were called inactive; i = inactive; / = not tested or not shown.

smiles,RGS4 act,KCNK9 block,MrgX1 PAM,KCNQ1 pot,MrgX1 agonist,KCNQ1 inh,TMEM16A act,hERG protect,KCNK3 block,RGS4 block,TMEM16A inh
CSc1cccc(NC(=O)c2cc(S(=O)(=O)N3CCCC3)cn2C)c1,i,i,i,i,i,i,i,-9.0,i,i,i
COc1cccc(NC(=O)COC(=O)COc2ccccc2[N+](=O)[O-])c1,i,i,i,i,i,i,i,-8.6,i,i,i
O=C(c1ccccc1Oc1ccccc1)N1CCN(c2ccccc2)CC1,i,i,i,i,i,i,i,-4.1,i,i,i
O=C(Cc1ccc(S(=O)(=O)N2CCOCC2)s1)NCCOc1ccccc1F,i,i,i,i,i,i,i,-6.0,i,i,i
Oc1oc(-c2ccccc2Br)nc1C=Nc1ccc(Br)cn1,i,i,i,i,i,i,i,-9.9,i,i,i
CCOC(=O)c1cc(NC(=O)c2cnccn2)cc(C(=O)OCC)c1,i,i,i,i,i,i,i,-8.0,i,i,i
N/C(=N\OC(=O)CCC1CCCC1)c1ccc(Br)cc1,i,i,i,i,i,i,i,-5.5,i,i,i
COc1ccc(Oc2nnc(-c3ccccc3)cc2C#N)cc1,i,i,i,i,i,i,i,-5.8,i,i,i
COC(=O)[C@H](CCSC)NC(=O)c1cc2c(cn1)[nH]c1ccccc12,i,i,i,i,i,i,i,-3.1,i,i,i
O=C1CC(N2CCN(C/C=C/c3ccccc3)CC2)C(=O)N1Cc1cccs1 (stereo not drawn),-7.91*,i,i,i,i,i,i,-10.2,i,i,i
COc1ccc(N(C(=O)CNC(=O)c2ccco2)C(C(=O)NCC2CCCO2)c2ccccc2)cc1OC (stereo not drawn),i,i,i,i,i,i,i,-1.9,i,i,i
CCN(C(=O)c1cc(Cl)ccc1OC)c1ccccc1,i,i,i,i,i,i,i,-6.4,i,i,i
Cc1ccc2nc3c(nc2c1C)CCCC3,i,i,i,i,i,i,i,-5.8,i,i,i
COc1ccc(-n2nc(C)c3onc(C)c3c2=O)cc1,i,i,i,i,i,i,i,-3.0,i,i,i
O=S(=O)(c1cccc(F)c1)N1CCN(c2ncnc3scc(-c4ccc(F)cc4)c23)CC1,i,i,i,i,i,i,i,-14.9,i,i,i
CCOc1ccc(N(CC(=O)Nc2cccc(OC)c2)S(=O)(=O)c2c(C)noc2C)cc1,i,i,i,i,i,i,i,-7.1,i,i,i
COC(=O)c1ccc(OCc2cc(=O)n3ccsc3n2)cc1,i,i,i,i,i,i,i,-9.0,i,i,i
O=C(c1ccco1)N1CCN(c2nc(-c3ccc(F)cc3)cs2)CC1,i,i,i,i,i,i,i,-9.6,i,i,i
O=[N+]([O-])C(=c1ccc2c(c1)N1C3=C(CCCC3)CC3CCCCC31N=2)[N+](=O)[O-] (stereo not drawn),i,i,i,i,i,i,/,-7.8,/,i,i
CC(=O)Nc1ccc(S(=O)(=O)N(C)CC(=O)OC(C)C(=O)N(C)C2CCCCC2)cc1 (stereo not drawn),i,i,i,i,i,i,i,-10.7,i,i,i
CN(C)c1ccc(CNC(=O)CCS(=O)(=O)c2ccc3c(c2)oc(=O)n3C)cc1,i,i,i,i,i,i,i,-4.8,i,i,i
Cc1ccc(/C=N/NC(=O)Cn2nc(C)c(Br)c2C)o1,i,i,i,i,i,i,i,-14.8,i,i,i
Cc1ccccc1CNC(=O)C(=O)NCC1OCCCN1S(=O)(=O)c1cccs1 (stereo not drawn),i,i,i,i,i,i,i,-5.1,i,i,i
CCC(=O)N(Cc1ccco1)Cc1cc2cccc(C)c2n2nnnc12,i,i,i,i,i,i,i,-0.7,i,i,i
CCOc1ccccc1CNc1ccc(O)cc1,i,i,/,i,/,i,i,-11.7,i,i,/
CCN1CCN(CCOc2ccc(Cl)cc2)CC1,i,i,i,i,i,i,i,-6.5,i,i,i
CCOC(=O)C1CCCN(CCC(=O)Nc2cc(C)cc(C)c2)C1 (stereo not drawn),i,i,i,i,i,i,i,-14.3,i,i,i
COc1ccccc1C(OC(=O)c1ccco1)C(=O)NC(C)(C)C (stereo not drawn),i,i,i,i,i,i,i,-14.1,i,i,i
CC(=O)Nc1cccc(OCC(=O)NC(C)c2ccc3ccccc3c2)c1 (stereo not drawn),i,i,i,i,i,i,i,-7.0,i,i,i
[O-]/C(=C(\C(=S)Nc1ccc(SC(F)F)cc1)[n+]1ccccc1)c1ccc(Cl)cc1Cl,i,i,i,i,i,i,i,-8.0,i,i,i
COc1ccc(N2CCN(CCCNC(=O)CN3CCN(Cc4ccccc4C)C3=O)CC2)cc1,i,i,i,i,i,i,i,-4.7,i,i,i
CC1CCCCC1NC(=O)CSc1nnc(COc2ccccc2Cl)o1 (stereo not drawn),i,i,i,i,i,i,i,0.9,i,i,i
COc1ccc(C(=O)NC2CCSc3ccccc32)cc1 (stereo not drawn),i,i,i,i,i,i,i,-11.1,i,i,i
Cc1oc(-c2ccccc2)nc1CS(=O)CC(=O)NC1CCCC1 (stereo not drawn),i,i,i,i,i,i,i,-8.8,i,i,i
CCCCNC(=O)NNC(=O)c1ccoc1C,i,i,i,i,i,i,i,-6.8,i,i,i
CCNC(=O)CN(CCc1ccccc1)S(=O)(=O)c1ccc(OC)cc1,i,i,i,i,i,i,i,-6.6,i,i,i
CCOC(=O)CCCSc1nc2sc3c(c2c(=O)[nH]1)CCC3,i,i,i,i,i,i,i,-4.5,i,i,i
COc1ccc(C)cc1-n1nnnc1SCc1nc2ccccc2c(=O)[nH]1,i,i,i,i,i,i,i,-2.0,i,i,i
Cc1ccn(C(=O)c2ccc(NC(=O)C3CCCCC3)cc2)n1,i,i,i,i,i,i,i,-11.7,i,i,i
CN(C)S(=O)(=O)c1cc(NC(=O)c2cc(=O)c3ccccc3o2)ccc1Cl,i,i,i,i,i,i,i,-22.6,i,i,i
Cc1ccc(N2C(=O)C3C4C=CC(CNC(=S)Nc5ccc(F)cc5)(O4)C3C2=O)cc1 (stereo not drawn),i,i,i,i,i,i,i,-11.8,i,i,i
COc1c(Cl)cnn(-c2ccccc2)c1=O,i,i,i,i,i,i,i,-6.0,i,i,i
CN(C)S(=O)(=O)N1CCN(CC(=O)Nc2ccc(Br)cc2)CC1,i,i,i,i,i,i,i,-11.3,i,i,i
CCN(C(=O)Cc1cccs1)c1nnc(-c2cc(OC)c(OC)c(OC)c2)s1,i,i,i,i,i,i,i,-9.5,i,i,i
CN(c1ccc(Br)cc1)S(=O)(=O)c1ccc2[nH]cc(C(=O)NCCN3CCOCC3)c(=O)c2c1,i,i,i,i,i,i,i,-11.1,i,i,i
COc1ccc(NC(C)=O)cc1S(=O)(=O)Nc1ccccc1C(=O)NCCc1ccccc1,i,i,i,i,i,i,i,-6.8,i,i,i
CSc1nc(N)nc(-c2cccs2)c1C#N,i,i,i,i,i,i,i,-10.7,i,i,i
Cc1ccc(F)cc1NCC(=O)Nc1ccc(Cl)cc1F,i,i,i,i,i,i,i,-12.2,i,i,i
O=C(CSc1nc2ccccc2[nH]1)N1CCCCC1,i,i,i,i,i,i,i,-4.5,i,i,i
COc1ccc(NC(=O)Cn2c(=O)n(CC(=O)NCc3ccco3)c(=O)c3ccccc32)cc1,i,i,i,i,i,i,i,-10.0,i,i,i
COc1ccccc1CNC(=O)CSc1ncc(C(=O)Nc2ccccc2)c(=O)n1C,i,i,i,i,i,i,i,-6.8,i,i,i
O=c1[nH]cnc2c1sc1nc3c(c(-c4ccc(Cl)cc4)c12)CCC3,i,i,i,i,i,i,i,-5.1,i,i,i
Cc1ccc(N(Cc2ccco2)C(=O)c2cccc(S(=O)(=O)N(C)C)c2)cc1,i,i,i,i,i,i,i,-10.3,i,i,i
O=C(CSCc1ccc(Cl)c(Cl)c1)Nc1c[nH]c(=O)[nH]c1=O,i,i,i,i,i,i,i,-8.0,i,i,i
CC(NC(=S)NNS(=O)(=O)c1ccc(C(C)(C)C)cc1)c1ccccc1 (stereo not drawn),i,i,i,i,i,i,i,-15.1,i,i,i
CCCN(CCC)C(=O)CC(c1ccccc1)c1ccco1 (stereo not drawn),i,i,i,i,i,i,i,-7.2,i,i,i
Cc1ccccc1OCC(O)CN1CCN(CCN2C(=O)c3cccc4cccc(c34)C2=O)CC1 (stereo not drawn),i,i,i,i,i,i,i,-9.9,i,i,i
Cc1c(CCC(=O)O)c(=O)oc2cc3occ(-c4ccc(F)cc4)c3cc12,i,i,i,i,i,i,i,-22.1,i,i,i
O=C(COc1ccc(Br)cc1)Nc1cc(S(=O)(=O)N2CCCCC2)ccc1N1CCCCC1,i,i,i,i,i,i,i,-9.8,i,i,i
Cc1ccc(Oc2nn[nH]n2)cc1,i,i,i,i,i,i,i,-9.0,i,i,i
COc1cc(C(=O)NCc2cn3cccc(C)c3n2)cc(OC)c1OC,i,i,i,i,i,i,i,-7.3,i,i,i
